APEX1 inh: qHTS Assay for Inhibitors of the Human Apurinic/apyrimidinic Endonuclease 1 (APE1) | Potency, µM (top dose mostly 65.8 µM), without a hit: at the highest dose activity change, negative = inhibition, most hits filed as inhibitors | AID 2517, 2012 | DNA repair nuclease/redox regulator APEX1 (Homo sapiens), P27695 | hit rate 0.35% among 350,000 | recombinant APE1, TAMRA/BHQ-2 abasic DNA cleavage fluorescence;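 further: plate controls were vehicle for no effect and reference inhibitor for full effect; nearly all actives have a fitted effect of over 55% in size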
Target sequence (P27695 whole entry, looked up): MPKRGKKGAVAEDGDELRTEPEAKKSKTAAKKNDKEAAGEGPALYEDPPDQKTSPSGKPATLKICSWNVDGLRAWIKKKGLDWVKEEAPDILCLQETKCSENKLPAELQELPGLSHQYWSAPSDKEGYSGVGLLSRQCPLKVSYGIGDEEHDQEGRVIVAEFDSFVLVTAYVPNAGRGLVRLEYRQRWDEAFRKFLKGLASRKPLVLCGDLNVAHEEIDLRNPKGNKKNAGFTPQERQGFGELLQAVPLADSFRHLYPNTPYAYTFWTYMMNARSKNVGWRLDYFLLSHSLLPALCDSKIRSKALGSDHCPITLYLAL
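0.75 nM APE1 + cpd, 15 min RT; start w/ 50 nM TAMRA/BHQ-2 THF-abasic dsDNA; kinetic fluor 525/598 nm ×3 reads @60 s; Δ(read3−read1); normalized to DMSO and NSC13755 control wells.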
JMJD2A Tudor inh: qHTS Assay for Inhibitors of JMJD2A-Tudor Domain; Potency, µM (titrated, usually from 114 µM), inactives show top-dose activity change, negative = inhibition, actives largely listed as inhibitors; Lysine-specific demethylase 4A (Homo sapiens), O75164; hit rate 4.4% among 390,000; AlphaScreen JMJD2A-Tudor / H3K4me3 peptide binding; further: on the % scale 0 is the no-effect control and ±100 the full control effect; nearly all actives have a fitted effect of over 50% in size
Pol iota inh: qHTS for Inhibitors of Polymerase Iota; AID 588590, 2011; DNA polymerase iota (Homo sapiens), Q9UNA4; Potency, µM (highest dose often 115 µM), for inactives: at the top dose activity, negative = inhibition, usual class: inhibitors; hit rate 1% among 390,000; Pol iota fluorescent replication assay, 10 min
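Fluorescent replication assay read twice, at 0 min and 10 min after adding 50 nM (final) substrate. Enzyme (10 nM) and compounds were first incubated 15 min at room temperature; enzyme-free buffer wells were negative controls.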
BAZ2B inh: qHTS Assay for Inhibitors of BAZ2B. Bromodomain adjacent to zinc finger domain protein 2B (Homo sapiens), Q9UIF8. Potency, µM (highest dose often 114 µM), without a hit: top-dose activity change, negative = inhibition, usual class: inhibitors. hit rate 4.4% among 360,000. AlphaScreen BAZ2B-H3K14Ac peptide displacement; further: on the % scale 0 is the no-effect control and ±100 the full control effect; nearly all actives have a fitted effect of over 60% in size
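AlphaScreen luminescence quantifies BAZ2B engagement of H3K14Ac peptide; the protein and biotinylated peptide are both at 50 nM final, buffer PBS pH 7.4 with 0.01% Tween-20, all steps at room temperature.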
POLK inh: qHTS for Inhibitors of Polymerase Kappa | DNA polymerase kappa (Homo sapiens), Q9UBT6 | AID 588579, 2011 | purified Pol kappa, fluorescent DNA synthesis assay, 10 min | hit rate 0.53% among 400,000 | Potency, µM (doses to about 107 µM), for inactives: at the top dose activity, negative = inhibition, most hits filed as inhibitors; further: on the % scale 0 is the no-effect control and ±100 the full control effect
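50 nM final substrate added after 15 min RT preincubation of 10 nM Pol kappa with compound; fluorescence read at 0 and 10 min.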
POLB inh: qHTS Assay for Inhibitors of DNA Polymerase Beta | Potency, µM (highest dose often 114 µM), inactives show at the top dose activity change, negative = inhibition, most hits filed as inhibitors | P06746 | Pol beta primer extension/strand displacement, fluorescence kinetic | hit rate 1.3% among 340,000 | AID 485314, 2010; further: on the % scale 0 is the no-effect control and ±100 the full control effect
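Reaction started by 50 nM substrate onto compound-treated Pol beta (10 nM, 15 min preincubation, room temperature); plates read at 0 min and 10 min. Normalized concentration-effect data fitted by four-parameter Hill equation.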
POLH inh: qHTS for Inhibitors of Polymerase Eta; hit rate 1.2% among 390,000; Potency, µM (top dose mostly 114 µM), inactives show top-dose activity change, negative = inhibition, most hits filed as inhibitors; recombinant Pol eta, fluorescent DNA replication assay; AID 588591, 2011; further: on the % scale 0 is the no-effect control and ±100 the full control effect
Target sequence (Q9Y253 whole entry, looked up): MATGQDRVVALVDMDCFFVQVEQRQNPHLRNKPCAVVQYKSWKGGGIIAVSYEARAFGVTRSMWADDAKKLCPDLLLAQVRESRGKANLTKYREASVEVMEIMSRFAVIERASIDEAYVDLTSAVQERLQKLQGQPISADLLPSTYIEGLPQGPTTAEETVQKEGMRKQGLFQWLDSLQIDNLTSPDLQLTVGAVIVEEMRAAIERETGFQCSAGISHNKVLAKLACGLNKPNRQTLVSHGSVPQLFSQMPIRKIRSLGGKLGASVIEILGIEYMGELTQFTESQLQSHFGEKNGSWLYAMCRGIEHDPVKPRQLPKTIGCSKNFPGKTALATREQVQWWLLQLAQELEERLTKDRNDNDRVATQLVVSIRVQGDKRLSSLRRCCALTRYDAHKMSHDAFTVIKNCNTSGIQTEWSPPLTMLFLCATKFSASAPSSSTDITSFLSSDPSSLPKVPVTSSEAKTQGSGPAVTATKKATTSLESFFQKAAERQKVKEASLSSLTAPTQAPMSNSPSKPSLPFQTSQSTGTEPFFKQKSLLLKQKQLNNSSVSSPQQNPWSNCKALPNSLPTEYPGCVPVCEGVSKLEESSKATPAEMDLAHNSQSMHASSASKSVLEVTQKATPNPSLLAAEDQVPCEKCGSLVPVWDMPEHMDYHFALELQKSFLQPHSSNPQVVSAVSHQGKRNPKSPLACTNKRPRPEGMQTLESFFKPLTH
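Pol eta (10 nM) was preincubated with compounds for 15 min at room temperature, after which fluorescent replication substrate (50 nM final) was added to start the reaction. Fluorescence was read kinetically at 0 and 10 min.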
BLM helicase inh: qHTS Assay for Inhibitors of Bloom's syndrome helicase (BLM). RecQ-like DNA helicase BLM (Homo sapiens), P54132. recombinant BLM DNA unwinding, fluorescence dequenching. Potency, µM (highest dose often 56.1 µM), inactives show top-dose activity change, negative = inhibition, actives largely listed as inhibitors. hit rate 0.2% among 350,000;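 further: plate controls were vehicle for no effect and no enzyme for full effect; nearly all actives have a fitted effect of over 35% in size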
G9a block: qHTS Assay for Inhibitors of Histone Lysine Methyltransferase G9a; hit rate 8.8% among 350,000; Histone-lysine N-methyltransferase EHMT2 (Homo sapiens), Q96KQ7; G9a H3K9 monomethylation, AlphaScreen, 2 h; AID 504332, 2011; Potency, µM (series often up to 102 µM), for inactives: top-dose activity, negative = inhibition, usual class: inhibitors; further: on the % scale 0 is the no-effect control and ±100 the full control effect; nearly all actives have a fitted effect of over 75% in size
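Signal arises when biotinylated H3K9 peptide, once monomethylated, bridges streptavidin donor and antibody-captured acceptor beads. Enzyme at 20 nM was preincubated 15 min with test compounds; peptide 500 nM and SAM 20 uM then reacted for 2 h.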
Active calls of the source: *; [ ] = remark or other dose. The call rests on the fitted dose curve; in most records, active means well fitted curve in the direction sought with a large enough effect; inconclusive means small, poorly fitted or top-dose-only effect, or another doubt; inactive means no such curve, though single readings can be large; an effect the other way counts as inactive or inconclusive. Potency means the concentration at half of the fitted maximal effect.

CCN(CC)S(=O)(=O)c1ccc(NC(=O)COC(=O)CN2C(=O)c3ccccc3C2=O)cc1 was read as APEX1 inh 2%, JMJD2A Tudor inh -14%, Pol iota inh 9%, BAZ2B inh -5%, POLK inh -4%, POLB inh 24%, POLH inh -17%, BLM helicase inh -4% and G9a block -23%[59 µM].
CCOC(=O)Cn1c2c(c(=N)c3ccccc31)CCC2 was read as APEX1 inh -5%, JMJD2A Tudor inh -5%, Pol iota inh 37%[activator], BAZ2B inh 0%, POLK inh -2%, POLB inh 2%, POLH inh -16%, BLM helicase inh 2% and G9a block -3%[12.7 µM].
`Cc1ccc(-n2c(-c3ccco3)n[nH]c2=S)cc1` gave APEX1 inh 13%, JMJD2A Tudor inh 22µM*, Pol iota inh 42%[activator], BAZ2B inh -12%, POLK inh -8%, POLB inh -1%, POLH inh -6% and BLM helicase inh -2%.
For O=C(NC(=S)NCCCN1CCOCC1)c1ccc([N+](=O)[O-])cc1 the results were APEX1 inh 17%, JMJD2A Tudor inh inconclusive, Pol iota inh 33%[activator], BAZ2B inh -8%, POLK inh 0%, POLB inh 46%, POLH inh -22%, BLM helicase inh 2% and G9a block inconclusive.
`Nc1c(Cl)ncnc1NCc1cccnc1` gave APEX1 inh 23%, JMJD2A Tudor inh -19%, Pol iota inh 19%, BAZ2B inh 0%, POLK inh -2%, POLB inh 30%, POLH inh -3%, BLM helicase inh -2% and G9a block -8%.
`Cc1ccc(-c2nn(C)c(=O)c3ccccc23)cc1CNC(=O)CN1CCOCC1` gave APEX1 inh 11%, JMJD2A Tudor inh -22%, Pol iota inh 4%, BAZ2B inh 11%, POLK inh -5%, POLB inh 15%, POLH inh 8%, BLM helicase inh 2% and G9a block -4%[12.7 µM].
CCCN1C(=O)/C(=N\OCC(=O)NC23CC4CC(CC(C4)C2)C3)c2ccccc21 was read as APEX1 inh 14%, JMJD2A Tudor inh -32%, Pol iota inh 17%, BAZ2B inh inconclusive, POLK inh -5%, POLB inh 30%, POLH inh -10%, BLM helicase inh -1% and G9a block -11%[59 µM].
`Cc1ccc(C)c(C(C)NC(=O)Cc2cccs2)c1` (configuration not stated) gave APEX1 inh -7%, JMJD2A Tudor inh -13%, Pol iota inh 114%[activator], BAZ2B inh 17%, POLK inh -1%, POLB inh 18%, POLH inh -21% and BLM helicase inh -1%.
`CCOc1cc(NC(=O)c2ccccn2)c(OCC)cc1NC(=O)c1ccc(Cl)cc1` gave APEX1 inh 0%, JMJD2A Tudor inh -7%, Pol iota inh 52%[activator], BAZ2B inh 9%, POLK inh -4%, POLB inh -7%, POLH inh -16% and BLM helicase inh -4%.
CCN1CCN(c2cc(C)c3cc(NC(=S)NCCCOC)ccc3n2)CC1 was read as APEX1 inh 6%, JMJD2A Tudor inh -13%, Pol iota inh inconclusive, BAZ2B inh -15%, POLK inh -2%, POLB inh 22%, POLH inh -16%, BLM helicase inh -9% and G9a block inconclusive.
O=C1N(Cc2cccc(Cl)c2)C[C@@H]2C[C@@H](c3cccc4ncccc34)N3CCC[C@@]123 was read as APEX1 inh 15%, JMJD2A Tudor inh -20%, Pol iota inh 19%, BAZ2B inh 3%, POLK inh 6%, POLB inh 14%, POLH inh -13%, BLM helicase inh 2% and G9a block 1%.
`COc1ccc(NS(=O)(=O)c2cc(NC(=O)c3cccs3)ccc2N2CCOCC2)cc1` gave APEX1 inh 14%, JMJD2A Tudor inh -23%, Pol iota inh 18%, BAZ2B inh -4%, POLK inh 1%, POLB inh 16%, POLH inh -11%, BLM helicase inh -5% and G9a block -5%.

Brought forward from above: two entries, then new ones.
O=C1N(Cc2cccc(Cl)c2)C[C@@H]2C[C@@H](c3cccc4ncccc34)N3CCC[C@@]123 was read as APEX1 inh 15%, JMJD2A Tudor inh -20%, Pol iota inh 19%, BAZ2B inh 3%, POLK inh 6%, POLB inh 14%, POLH inh -13%, BLM helicase inh 2% and G9a block 1%.
`COc1ccc(NS(=O)(=O)c2cc(NC(=O)c3cccs3)ccc2N2CCOCC2)cc1` gave APEX1 inh 14%, JMJD2A Tudor inh -23%, Pol iota inh 18%, BAZ2B inh -4%, POLK inh 1%, POLB inh 16%, POLH inh -11%, BLM helicase inh -5% and G9a block -5%.
For CCCCS(=O)Cc1ccccc1 (configuration not stated) the results were APEX1 inh -1%, JMJD2A Tudor inh 3%, Pol iota inh 6%, BAZ2B inh 6%, POLK inh -6%, POLB inh 23%, POLH inh -19%, BLM helicase inh -4% and G9a block 4%[12.7 µM].
COc1ccccc1N(CN1CCCC1=O)C(=O)c1c(F)cccc1Cl was read as APEX1 inh 0%, JMJD2A Tudor inh -7%, Pol iota inh 8%, BAZ2B inh 1%, POLK inh -16%, POLB inh 8%, POLH inh -5%, BLM helicase inh 3% and G9a block -45%[59 µM].
Screening Cc1cc(C)cc(N(CC(=O)NC2CCCCC2)C(=O)CNC(=O)c2ccco2)c1 returned APEX1 inh 8%[12.4 µM], JMJD2A Tudor inh -17%, Pol iota inh 122%[activator], BAZ2B inh -2%, POLK inh 0%, POLB inh -35%, POLH inh -6%, BLM helicase inh 2% and G9a block -1%[59 µM].
Cc1ccc(SSc2cc(C)ccc2N)c(N)c1 was read as APEX1 inh 53%[activator], JMJD2A Tudor inh 7.9µM*, Pol iota inh inconclusive, BAZ2B inh 50µM*, POLK inh -7%, POLH inh -5% and G9a block inconclusive.
O=C(Nc1ccc(N2CCN(C(=O)c3cccs3)CC2)cc1)c1cccc(F)c1 was read as APEX1 inh -14%, JMJD2A Tudor inh -15%, Pol iota inh -13%, BAZ2B inh -6%, POLK inh -8%, POLB inh -2%, POLH inh 7%, BLM helicase inh -6% and G9a block -2%.
Screening CN(C)c1nc(C=C(C#N)C#N)c(Cl)n1-c1ccc(F)cc1 returned APEX1 inh -3%, JMJD2A Tudor inh -18%, Pol iota inh inconclusive, BAZ2B inh -22%, POLK inh -8%, POLB inh 3%, POLH inh inconclusive, BLM helicase inh -6% and G9a block inconclusive.
`CCN(CC)c1ccc(NC(=O)c2ccco2)c(C)c1` gave APEX1 inh 2%, JMJD2A Tudor inh -36%, Pol iota inh 6%, BAZ2B inh -12%, POLK inh -5%, POLB inh 16%, POLH inh -9%, BLM helicase inh -5% and G9a block inconclusive.
Screening Cc1ccc(-c2cc(C(=O)Nc3c(C#N)cnn3C)no2)cc1 returned APEX1 inh 12%, JMJD2A Tudor inh -1%, Pol iota inh -1%, BAZ2B inh 6%, POLK inh -12%, POLB inh 0%, POLH inh -10%, BLM helicase inh -2% and G9a block 20%[59 µM].
For CCOc1cc(/C=C2/C(=N)N3C(=NC2=O)SN=C3S(=O)(=O)C(C)C)ccc1OC(=O)c1ccco1 the results were APEX1 inh 12%, JMJD2A Tudor inh -25%, Pol iota inh 4%, BAZ2B inh -35%, POLK inh -10%, POLB inh -1%, POLH inh 45µM*, BLM helicase inh -7% and G9a block 35µM*.
`C=CCNc1nnc(Cc2ccc(C(C)C)cc2)c(=O)[nH]1` gave APEX1 inh -11%, JMJD2A Tudor inh 56µM*, Pol iota inh inconclusive, BAZ2B inh inconclusive, POLK inh -19%, POLB inh -13%, POLH inh -11%, BLM helicase inh -9% and G9a block -8%.
For CCC(c1nnnn1Cc1ccco1)N1CCN(C(=O)c2ccco2)CC1 (configuration not stated) the results were APEX1 inh 0%, JMJD2A Tudor inh inconclusive, Pol iota inh -2%, BAZ2B inh inconclusive, POLK inh -2%, POLB inh 5%, POLH inh 14%, BLM helicase inh -1% and G9a block 2%[59 µM].
CCOc1ccccc1N1CCN(Cc2cccc(OC)c2O)CC1 was read as APEX1 inh -2%, JMJD2A Tudor inh -23%, Pol iota inh -20%, BAZ2B inh -11%, POLK inh -9%, POLB inh 0%, POLH inh -9%, BLM helicase inh -3% and G9a block -5%[59 µM].
`NS(=O)(=O)c1ccc(CCNc2ccccc2[N+](=O)[O-])cc1` gave APEX1 inh 31%, JMJD2A Tudor inh -33%, Pol iota inh 23%, BAZ2B inh -32%, POLK inh 6%, POLB inh 15%, POLH inh -16%, BLM helicase inh -4% and G9a block -11%.
For CN(C(=O)c1ccc2c(=O)n3c(nc2c1)CCCCC3)c1ccccc1F the results were APEX1 inh 2%, JMJD2A Tudor inh -10%, Pol iota inh 0%, BAZ2B inh 1%, POLK inh -10%, POLB inh -4%, POLH inh 4%, BLM helicase inh -1% and G9a block 15%.
For CC(C)(C)N1CC(C(=O)Nc2ccc(S(=O)(=O)N3CCCCC3)cc2)CC1=O (configuration not stated) the results were APEX1 inh 5%, JMJD2A Tudor inh -11%, Pol iota inh -20%, BAZ2B inh 8%, POLK inh 7%, POLH inh -5% and G9a block -23%.
Cc1ccc(NC(=O)COc2coc(CN3CCN(c4ccccc4)CC3)cc2=O)cc1 was read as APEX1 inh 31%, JMJD2A Tudor inh -8%, Pol iota inh 19%, BAZ2B inh 8%, POLK inh -4%, POLH inh -7% and G9a block 6%[0.501 µM].
For COc1ccccc1CNC(=O)C1CCC1 the results were APEX1 inh -1%, JMJD2A Tudor inh 4%, Pol iota inh 12%, BAZ2B inh 6%, POLK inh 3%, POLB inh -3%, POLH inh -2%, BLM helicase inh 4% and G9a block 2%[59 µM].
For COc1ccc(NC(=O)c2ccco2)cc1NC(=O)c1cccc(F)c1 the results were APEX1 inh 32%, JMJD2A Tudor inh -4%, Pol iota inh 19%, BAZ2B inh -4%, POLK inh -21%, POLB inh 16%, POLH inh -21%, BLM helicase inh -1% and G9a block 20%.
Screening Cc1ccc2nc(-c3ccc(NC(=S)NC4CC(C)(C)NC(C)(C)C4)cc3)sc2c1 returned APEX1 inh -12%, JMJD2A Tudor inh -34%, Pol iota inh 51%[activator], BAZ2B inh -33%, POLK inh -2%, POLB inh 34%, POLH inh -19%, BLM helicase inh 10% and G9a block 50µM*.
Screening O=C(COc1coc(CN2CCCc3ccccc32)cc1=O)Nc1ccc([N+](=O)[O-])cc1 returned APEX1 inh -6%, JMJD2A Tudor inh -18%, Pol iota inh -9%, BAZ2B inh -9%, POLK inh -15%, POLH inh 3% and G9a block 11µM*.

Source: PubChem (National Center for Advancing Translational Sciences (NCATS))

An excerpt, so the mix of outcomes need not match the whole.
